Bioassay records: PubChem, Broad Institute
Mtb BioA inh – M. tuberculosis BioA enzyme inhibitors, primary screen, biochemical, plate reader, single point, HTS. 7,8-diaminopelargonic acid synthase BioA (Mycobacterium tuberculosis). purified M. tuberculosis BioA enzyme. inhibition, % at 9.99 µM. hit rate 0.096% among 360,000. AID 602481, 2012; in the data active means inhibition above about 40%
* = called active by the depositor.

SMILES | Mtb BioA inh
CCCNC(=O)C[C@H]1C[C@@H]2c3cc(NC(=O)Nc4ccccc4F)ccc3O[C@@H]2[C@@H](CO)O1 | -1.3
C[C@H](CO)N1C[C@H](C)[C@H](CN(C)Cc2ccc(-c3ccccc3)cc2)Oc2ccc(NS(C)(=O)=O)cc2C1=O | 2.3
C[C@@H]1CN([C@@H](C)CO)C(=O)Cc2cc(NC(=O)Cc3ccccc3)ccc2O[C@H]1CN(C)Cc1ccccc1 | 0.3
Cc1noc(C)c1S(=O)(=O)Nc1ccc2c(c1)C(=O)N([C@@H](C)CO)C[C@H](C)[C@H](CN(C)S(=O)(=O)c1ccc(Cl)cc1)O2 | 2.2
O=C(C1CCC1)N1C[C@@H]2[C@H](c3ccccc31)[C@H](CO)N2Cc1ccccc1 | -0.9
C[C@@H]1CN([C@H](C)CO)S(=O)(=O)c2ccc(-c3ccc(F)cc3)cc2O[C@H]1CN(C)C(=O)C1CCOCC1 | -2.1
O=C(C[C@@H]1CC[C@H](NC(=O)Nc2cccc(F)c2)[C@H](CO)O1)NCC1CC1 | 6.9
COC(=O)[C@H]1[C@H](CO)[C@H]2Cn3c(cccc3=O)[C@@H]1N2C(=O)C1CCC1 | -1.0
C[C@@H]1CN([C@@H](C)CO)C(=O)c2c(c3ccccc3n2C)-c2ccccc2CO[C@@H]1CN(C)S(=O)(=O)c1ccc(Cl)cc1 | -3.5
CC(C)NC(=O)Nc1ccc2c(c1)C(=O)N([C@@H](C)CO)C[C@@H](C)[C@H](CN(C)C(=O)Nc1ccc(C(F)(F)F)cc1)O2 | -0.1
COc1ccc(S(=O)(=O)N(C)C[C@@H]2Oc3ccc(NC(=O)CCC(F)(F)F)cc3CC(=O)N([C@@H](C)CO)C[C@H]2C)cc1 | -5.4
COCC(=O)N1[C@@H]2c3ccc(-c4cccnc4)c(=O)n3C[C@@H]2[C@@H](CO)[C@@H]1C(=O)Nc1ccccc1 | 0.4
O=C(C[C@H]1CC[C@H]2[C@@H](COC[C@@H](O)CN2CC2CCCCC2)O1)NCc1ccc(Cl)cc1 | -1.0
Cc1ccc(S(=O)(=O)Nc2ccc3c(c2)C(=O)N([C@@H](C)CO)C[C@@H](C)[C@@H](CN(C)C(=O)Nc2ccccc2)O3)cc1 | -1.1
C[C@H](CO)N1C[C@H](C)[C@@H](CN(C)Cc2ccc(Cl)c(Cl)c2)Oc2ccc(N(C)C)cc2CC1=O | 3.4
C[C@@H]1CCCCO[C@H](CN(C)C(=O)CCC(F)(F)F)[C@@H](C)CN([C@@H](C)CO)C(=O)c2cc(NS(=O)(=O)c3cn(C)cn3)ccc2O1 | -2.1
CCCNC(=O)Nc1ccc2c(c1)C(=O)N(C)[C@@H]1CC[C@@H](CC(=O)NCc3ccccc3)O[C@@H]1CO2 | 7.5
COc1ccc(S(=O)(=O)N(C)C[C@H]2Oc3ccc(NC(=O)NC4CCCCC4)cc3CC(=O)N([C@@H](C)CO)C[C@@H]2C)cc1 | 5.2
COC(=O)C[C@H]1CC[C@@H]2[C@H](COc3ccc(NC(=O)c4ccccc4)cc3C(=O)N2C)O1 | 1.3
COc1ccc(-c2ccc([C@H]3[C@H](CO)N4CCCCN(C(=O)NC(C)C)C[C@@H]34)cc2)cc1 | 0.3

The list goes on; the last two above are carried over.
SMILES | Mtb BioA inh
COC(=O)C[C@H]1CC[C@@H]2[C@H](COc3ccc(NC(=O)c4ccccc4)cc3C(=O)N2C)O1 | 1.3
COc1ccc(-c2ccc([C@H]3[C@H](CO)N4CCCCN(C(=O)NC(C)C)C[C@@H]34)cc2)cc1 | 0.3
C[C@@H]1CN([C@H](C)CO)C(=O)Cc2cc(NC(=O)NC3CCCCC3)ccc2O[C@@H]1CN(C)Cc1ccc(Cl)c(Cl)c1 | -2.8
CC(C)NC(=O)Nc1ccc2c(c1)C(=O)N([C@H](C)CO)C[C@@H](C)[C@@H](CN(C)C)OCCCC[C@H](C)O2 | -3.9
CC(C)NC(=O)N1[C@@H]2CN(C(=O)c3ccc(F)cc3)c3ccccc3[C@@H]2[C@@H]1CO | -0.7
O=C(C[C@@H]1CC[C@@H]2NC[C@H](O)COC[C@H]2O1)N1CCc2ccccc2C1 | -3.3
C[C@H](NC(=O)C[C@@H]1CC[C@H](NC(=O)C2CCC2)[C@@H](CO)O1)c1ccccc1 | -1.0
C[C@H]1CN([C@@H](C)CO)C(=O)c2cc(C#CCN(C)C)cnc2O[C@@H]1CN(C)C(=O)Nc1ccccc1F | 0.1
CO[C@@H]1CN(C)C(=O)c2cc(NC(=O)C3CCC3)ccc2OC[C@H](C)NC[C@@H]1C | -7.5
COc1ccc(NC(=O)N(C)C[C@@H]2OCCCC[C@@H](C)Oc3ccc(NC(=O)C4CCCCC4)cc3C(=O)N([C@H](C)CO)C[C@@H]2C)cc1 | -1.0
C[C@H](CO)N1C[C@H](C)[C@H](CN(C)C(=O)NC2CCCCC2)Oc2ccc(N(C)C)cc2C1=O | 0.3
CCCC#Cc1cnc2c(c1)C(=O)N([C@H](C)CO)C[C@H](C)[C@H](CN(C)Cc1ccccc1F)O2 | 2.2
C/C=C/c1ccc([C@@H]2[C@H](CO)N3CCCCN(C(=O)Nc4cc(F)ccc4F)C[C@@H]23)cc1 | 0.0
C[C@H](CO)N1C[C@H](C)[C@H](CN(C)Cc2ccc(C(=O)O)cc2)Oc2c(cccc2N(C)C)C1=O | 0.2
COC(=O)[C@H]1[C@H](CO)[C@H]2Cn3c(ccc(-c4cccc(F)c4)c3=O)[C@@H]1N2Cc1ccncc1 | 1.3
CCC(=O)Nc1ccc2c(c1)C(=O)N(C)C[C@@H](OC)[C@@H](C)CN(Cc1ccccn1)[C@@H](C)CO2 | -2.4
COCC#Cc1ccc2c(c1)O[C@@H](CN(C)S(=O)(=O)c1cccc(F)c1)[C@H](C)CN([C@H](C)CO)S2(=O)=O | 0.4
C[C@@H]1CCCCO[C@@H](CN(C)S(=O)(=O)c2ccccc2)[C@H](C)CN([C@H](C)CO)C(=O)c2cc(NC(=O)NC3CCCCC3)ccc2O1 | -2.6
COCC#Cc1cnc2c(c1)C(=O)N([C@@H](C)CO)C[C@@H](C)[C@H](CN(C)C(=O)CCN1CCCCC1)O2 | 0.5
O=C([C@@H]1[C@@H](CO)[C@@H]2Cn3c(ccc(C4=CCCCC4)c3=O)[C@H]1N2)N1CCCCC1 | -1.7
O=C(C[C@H]1C[C@H]2c3cc(NC(=O)C4CCC4)ccc3O[C@H]2[C@H](CO)O1)NCC1CC1 | -1.2
C[C@H]1CN([C@@H](C)CO)C(=O)Cc2cc(NC(=O)Nc3ccccc3)ccc2O[C@H]1CN(C)CC1CC1 | 0.5
CC(C)[C@H](C)NC(=O)N(C)C[C@@H]1OCc2ccccc2-c2ccccc2C(=O)N([C@H](C)CO)C[C@H]1C | -2.9
O=C(C[C@H]1CC[C@H](NS(=O)(=O)c2ccccc2)[C@H](CO)O1)NCc1ccncn1 | -2.8
C[C@H]1CN([C@@H](C)CO)C(=O)Cc2cc(NC(=O)CCCCCC(=O)Nc3ccccc3N)ccc2O[C@@H]1CN(C)C(=O)Nc1ccc(C(F)(F)F)cc1 | -1.8
COc1ccccc1CNC(=O)C[C@H]1C[C@@H]2c3cc(NC(=O)CN(C)C)ccc3O[C@@H]2[C@H](CO)O1 | 0.6
COc1ccc(S(=O)(=O)Nc2ccc3c(c2)C(=O)N([C@H](C)CO)C[C@H](C)[C@H](CN(C)Cc2ccc4c(c2)OCO4)O3)cc1 | 1.7
CO[C@H]1CN(C)C(=O)c2cc(NC(=O)C3CCCC3)ccc2OC[C@H](C)NC[C@@H]1C | 7.5
C[C@@H]1CN([C@@H](C)CO)C(=O)c2cc(NC(=O)Cc3ccccc3)ccc2O[C@@H]1CN(C)Cc1ccc(Cl)c(Cl)c1 | -1.6
COc1ccc(S(=O)(=O)N(C)C[C@@H]2Oc3ccc(NC(=O)CCCCCC(=O)Nc4ccccc4N)cc3CC(=O)N([C@@H](C)CO)C[C@H]2C)cc1 | 0.6
COc1ccc(NC(=O)Nc2ccc3c(c2)CC(=O)N([C@H](C)CO)C[C@H](C)[C@H](CN(C)S(=O)(=O)c2cn(C)cn2)O3)cc1 | 2.6
C[C@@H]1CN([C@@H](C)CO)S(=O)(=O)c2ccc(-c3ccc(F)cc3)cc2O[C@H]1CN(C)S(C)(=O)=O | 2.8
Cc1ccc(S(=O)(=O)N(C)C[C@H]2Oc3ccc(NC(=O)CCN4CCOCC4)cc3C(=O)N([C@@H](C)CO)C[C@H]2C)cc1 | -0.5
COCC(=O)N(C)C[C@H]1Oc2ncc(-c3ccc(C#N)cc3)cc2C(=O)N([C@@H](C)CO)C[C@@H]1C | 3.8
O=C(C[C@@H]1CC[C@H](NC(=O)NC2CCCCC2)[C@H](CO)O1)NCc1ccc(Cl)cc1 | 0.4
CO[C@H]1CN(C)C(=O)c2ccc(NS(=O)(=O)c3ccc(C)cc3)cc2OC[C@@H](C)NC[C@@H]1C | -0.8
C[C@@H]1CCCCO[C@@H](CN(C)C(=O)Nc2ccc(F)cc2)[C@H](C)CN([C@@H](C)CO)C(=O)c2cc(NC(=O)NC3CCCCC3)ccc2O1 | -2.7
O=C(N[C@@H]1CC[C@H](CCNS(=O)(=O)c2ccccc2Cl)O[C@@H]1CO)c1ccc(F)cc1 | -0.6
CCCC(=O)Nc1ccc2c(c1)C(=O)N(C)[C@H]1CC[C@@H](CC(=O)NCCc3ccccc3)O[C@H]1CO2 | -0.6
COc1ccccc1C#Cc1cnc2c(c1)C(=O)N([C@H](C)CO)C[C@H](C)[C@H](CN(C)C(C)=O)O2 | -1.6
C[C@@H]1CN([C@@H](C)CO)C(=O)c2cc(NC(=O)Nc3ccc(F)cc3)ccc2O[C@@H]1CN(C)C | -3.4
O=C(CC1CC1)Nc1ccc2c(c1)[C@@H]1C[C@H](CC(=O)N3CCc4ccccc4C3)O[C@H](CO)[C@@H]1O2 | -1.2
C[C@@H]1CN([C@H](C)CO)C(=O)c2cc(NS(=O)(=O)c3ccc(F)cc3)ccc2O[C@@H]1CN(C)S(C)(=O)=O | -1.3
Cc1noc(C)c1S(=O)(=O)Nc1ccc2c(c1)C(=O)N([C@H](C)CO)C[C@H](C)[C@@H](CN(C)C(=O)Nc1ccc(C(F)(F)F)cc1)OCCCC[C@@H](C)O2 | -1.7
C[C@H]1CN([C@@H](C)CO)C(=O)Cc2cc(NC(=O)Nc3ccc(F)cc3)ccc2O[C@@H]1CN(C)C | 1.1
CC(C)NC(=O)NCC[C@H]1CC[C@H](NC(=O)CN(C)C)[C@@H](CO)O1 | 1.7
O=C(O)C[C@@H]1CC[C@@H]2[C@H](COC[C@H](O)CN2S(=O)(=O)c2ccc(F)cc2)O1 | -3.6
O=C(N[C@@H]1CC[C@@H](CCn2cc(-c3ccccc3)nn2)O[C@@H]1CO)c1ccccc1F | 1.7
CO[C@@H]1CN(C)C(=O)c2cc(NS(=O)(=O)c3cccc(Cl)c3)ccc2OC[C@H](C)NC[C@@H]1C | -1.9
CN(C)C(=O)c1ccc(-c2ccc3c(c2)[C@H]2[C@H](CCN2C(=O)c2ccccc2F)[C@@H](CO)N3)cc1 | 1.0
CCNC(=O)C[C@H]1CC[C@@H]2[C@@H](COc3ccc(NC(=O)Nc4ccccc4Cl)cc3C(=O)N2C)O1 | -1.9

Given in markdown: part of the list above
| SMILES | Mtb BioA inh |
| --- | --- |
| Cc1ccc(S(=O)(=O)N(C)C[C@H]2Oc3ccc(NC(=O)CCN4CCOCC4)cc3C(=O)N([C@@H](C)CO)C[C@H]2C)cc1 | -0.5 |
| COCC(=O)N(C)C[C@H]1Oc2ncc(-c3ccc(C#N)cc3)cc2C(=O)N([C@@H](C)CO)C[C@@H]1C | 3.8 |
| O=C(C[C@@H]1CC[C@H](NC(=O)NC2CCCCC2)[C@H](CO)O1)NCc1ccc(Cl)cc1 | 0.4 |
| CO[C@H]1CN(C)C(=O)c2ccc(NS(=O)(=O)c3ccc(C)cc3)cc2OC[C@@H](C)NC[C@@H]1C | -0.8 |
| C[C@@H]1CCCCO[C@@H](CN(C)C(=O)Nc2ccc(F)cc2)[C@H](C)CN([C@@H](C)CO)C(=O)c2cc(NC(=O)NC3CCCCC3)ccc2O1 | -2.7 |
| O=C(N[C@@H]1CC[C@H](CCNS(=O)(=O)c2ccccc2Cl)O[C@@H]1CO)c1ccc(F)cc1 | -0.6 |
| CCCC(=O)Nc1ccc2c(c1)C(=O)N(C)[C@H]1CC[C@@H](CC(=O)NCCc3ccccc3)O[C@H]1CO2 | -0.6 |
| COc1ccccc1C#Cc1cnc2c(c1)C(=O)N([C@H](C)CO)C[C@H](C)[C@H](CN(C)C(C)=O)O2 | -1.6 |
| C[C@@H]1CN([C@@H](C)CO)C(=O)c2cc(NC(=O)Nc3ccc(F)cc3)ccc2O[C@@H]1CN(C)C | -3.4 |
| O=C(CC1CC1)Nc1ccc2c(c1)[C@@H]1C[C@H](CC(=O)N3CCc4ccccc4C3)O[C@H](CO)[C@@H]1O2 | -1.2 |
| C[C@@H]1CN([C@H](C)CO)C(=O)c2cc(NS(=O)(=O)c3ccc(F)cc3)ccc2O[C@@H]1CN(C)S(C)(=O)=O | -1.3 |
| Cc1noc(C)c1S(=O)(=O)Nc1ccc2c(c1)C(=O)N([C@H](C)CO)C[C@H](C)[C@@H](CN(C)C(=O)Nc1ccc(C(F)(F)F)cc1)OCCCC[C@@H](C)O2 | -1.7 |
| C[C@H]1CN([C@@H](C)CO)C(=O)Cc2cc(NC(=O)Nc3ccc(F)cc3)ccc2O[C@@H]1CN(C)C | 1.1 |
| CC(C)NC(=O)NCC[C@H]1CC[C@H](NC(=O)CN(C)C)[C@@H](CO)O1 | 1.7 |
| O=C(O)C[C@@H]1CC[C@@H]2[C@H](COC[C@H](O)CN2S(=O)(=O)c2ccc(F)cc2)O1 | -3.6 |
| O=C(N[C@@H]1CC[C@@H](CCn2cc(-c3ccccc3)nn2)O[C@@H]1CO)c1ccccc1F | 1.7 |

Some of the compounds tested. The share of hits here may be higher or lower than overall.
